# Cardiac RTF inh: cardiac RTF calcium desensitization | inhibition, % at 7.15 µM | IANBD-labeled cardiac RTF, Ca2+ fluorescence | AID 493244 | P19429+P45379 | hit rate 0.12% among 340,000;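 active = inhibition above the mean inhibition of all tested compounds plus 3 SD, cut at about 17% in these data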;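 also: assay run at fixed EC70 calcium of 1.6 mM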
# cardiac RTF act: increases calcium sensitivity of human cardiac regulated thin filaments | P19429+P45379 | IANBD-labeled TnC RTF fluorescence at EC20 calcium; 0% EC20 calcium, 100% full calcium | activation, % at 7.2 µM | hit rate 0.24% among 340,000 | AID 493008;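 active = activation above the mean over all tested compounds plus 3 SD, cut at about 30% in these data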;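 also: rise in fluorescence read as greater calcium sensitivity of cardiac thin filaments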
# OPRM1-OPRD1 inv: mu-delta opioid heterodimer inverse agonism | P35372+P41143 | cell-based MOR-DOR heterodimer luminescence | inhibition, % at 9.3 µM | hit rate 0.21% among 340,000 | AID 504357; in the data active = inhibition above about 22%, passing the limit was not always enough;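 also: 0% = cells with DMSO and 100% = wells without cells with DMSO; values of inactives mirror those of a sister screen read the other way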
# V-ATPase pH: yeast V-ATPase proton transport regulation by pHLuorin. S. cerevisiae, pHLuorin cytosolic pH fluorescence. response, % at 10 µM. hit rate 0.37% among 350,000. AID 504577; in the data active = response mostly above about 7.3%, no sharp cut-off; inactive = mostly below about 5.4%; also: actives read high; inactives centre near 0; some compounds called inactive have numbers as strong as hits; reference of the scale not given here
# C-LANA FP: blocks KSHV LANA C-terminal domain binding to DNA. MBP-C-LANA/FAM-LBS DNA binding, fluorescence polarization. inhibition, % at 9 µM. hit rate 0.078% among 340,000;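 active = highest replicate inhibition at or above 60% at 9 µM, even if other replicates fall short; inactive = all replicates below 60% inhibition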;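 also: 0% = neutral control wells and 100% = 4 µM acridine orange control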
# CAL-PDZ inh HTS: inhibitors of human CAL PDZ peptide binding; purified CAL PDZ, TMR-peptide fluorescence polarization, 1 h; inhibition, % at 24.9 µM; hit rate 0.92% among 300,000; AID 602252;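 active = mean inhibition of at least 30% with at least half of replicates also reaching 30%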;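 also: 0% = DMSO neutral control and 100% = excess unlabeled competitor peptide PRC23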
# OPRM1-OPRD1 ag: agonists of human mu-delta opioid receptor heterodimerization; P35372+P41143; cells, OPRM1-OPRD1 heterodimerization, luminescence; activation, % at 9.3 µM; hit rate 0.3% among 340,000; in the data active = activation above about 18%;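 also: 0% = vehicle-treated cells and 100% = reference agonist; values of inactives mirror those of a sister screen read the other way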
# HTR5A ag ctr: HTR5A agonism, opioid heterodimer counter-screen | P47898 | HTR5A agonist assay, luminescence, cell-based | activation, % at 9.3 µM | hit rate 0.61% among 340,000; in the data active = activation mostly above about 9.5%, no sharp cut-off; inactive = mostly below about 7.6%;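 also: 0% = cells with vehicle only and 100% = reference agonist; strong numbers were not always called active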
# Target sequence (P47898 whole entry, looked up): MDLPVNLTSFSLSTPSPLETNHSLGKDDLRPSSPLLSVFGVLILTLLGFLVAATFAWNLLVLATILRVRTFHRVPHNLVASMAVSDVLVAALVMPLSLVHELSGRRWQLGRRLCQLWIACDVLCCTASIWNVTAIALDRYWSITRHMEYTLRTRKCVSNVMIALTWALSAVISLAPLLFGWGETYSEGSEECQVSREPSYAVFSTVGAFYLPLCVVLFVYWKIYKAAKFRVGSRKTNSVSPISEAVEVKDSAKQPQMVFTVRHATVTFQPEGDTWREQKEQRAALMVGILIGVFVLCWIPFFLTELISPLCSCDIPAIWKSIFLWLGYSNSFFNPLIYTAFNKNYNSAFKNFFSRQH
# Keap1-Nrf2 PPI: inhibitors of human Keap1-Nrf2 protein-protein interaction | Keap1 Kelch-Nrf2 peptide fluorescence polarization, 1536-well | inhibition, % at 9.4 µM | Q14145 | AID 504523 | hit rate 0.15% among 340,000; in the data active = inhibition above about 12%;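 also: human Keap1 Kelch domain with fluorescein labeled Nrf2 9mer peptide probe; 0% = neutral control wells and 100% = peptide positive control; higher means more block of Keap1 binding to Nrf2 peptide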
# Target sequence (Q14145 whole entry, looked up, the tested form may be a part): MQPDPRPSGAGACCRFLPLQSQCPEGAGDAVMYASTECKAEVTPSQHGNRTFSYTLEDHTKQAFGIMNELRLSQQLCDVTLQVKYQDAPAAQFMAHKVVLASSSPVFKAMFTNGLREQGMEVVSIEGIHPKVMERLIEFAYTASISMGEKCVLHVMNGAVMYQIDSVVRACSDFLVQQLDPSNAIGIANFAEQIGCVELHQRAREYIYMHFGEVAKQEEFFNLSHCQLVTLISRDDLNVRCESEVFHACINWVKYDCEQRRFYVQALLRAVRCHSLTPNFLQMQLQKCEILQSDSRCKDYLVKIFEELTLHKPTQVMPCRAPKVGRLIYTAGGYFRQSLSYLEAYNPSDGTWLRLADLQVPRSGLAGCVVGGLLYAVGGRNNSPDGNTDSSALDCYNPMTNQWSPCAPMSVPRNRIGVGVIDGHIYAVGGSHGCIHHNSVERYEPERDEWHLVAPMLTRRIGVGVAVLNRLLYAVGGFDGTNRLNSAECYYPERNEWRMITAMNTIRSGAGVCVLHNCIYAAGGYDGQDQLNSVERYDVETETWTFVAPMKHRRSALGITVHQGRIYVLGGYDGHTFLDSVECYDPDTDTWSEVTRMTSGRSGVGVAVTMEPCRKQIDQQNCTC
# HTR5A inv ctr: counter-screen for OPRM1-OPRD1 inverse agonists: human HTR5A inverse agonism; P47898; HTR5A cell line, luminescence; inhibition, % at 9.3 µM; hit rate 0.083% among 340,000; AID 504634; in the data active = inhibition mostly above about 23%, no sharp cut-off; inactive = mostly below about 18%;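 also: 0% = cells with DMSO and 100% = no-cell wells with DMSO; some compounds called inactive have numbers as strong as hits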
# * = called active by the depositor; . = no result given.
SMILES,Cardiac RTF inh,cardiac RTF act,OPRM1-OPRD1 inv,V-ATPase pH,C-LANA FP,CAL-PDZ inh HTS,OPRM1-OPRD1 ag,HTR5A ag ctr,Keap1-Nrf2 PPI,HTR5A inv ctr
O=C(Nc1ccccc1N1CCOCC1)C1CCCCN1S(=O)(=O)c1ccccc1 (stereo not drawn),-11,9,-21,6,-0.7,1,4.6,-1,-3,2
COc1ccc(C(=O)Nc2ccc(Cl)c(S(=O)(=O)N3CCOCC3)c2)cc1,2,-6,-4,2,-0.8,.,0.8,5,-3,-19
CCCNC(=O)CSc1nnc(-c2ccco2)n1C,-2,-4,9,-4,-2.3,2,-1.6,1,-3,-8
Cc1ccc(SCC(=O)NCc2ccccc2)cc1,1,-3,15,-3,0.8,.,-3.1,3,0,-8
Cc1coc2cc3oc(=O)c(CCC(=O)NCc4ccccn4)c(C)c3cc12,-2,7,19,-1,1.0,0,-3.7,5,-2,6
COc1ccc(NC(=O)CSc2ccccc2)c(OC)c1,-1,-1,8,0,0.8,-3,-1.4,-3,-1,-1
CC1(C)CNC(=O)C=C(c2ccccc2)C1,8,-3,11,3,1.3,1,-1.9,-4,-2,-1
CCCN(CC(=O)Nc1ccccc1OC)C(=O)c1cc(S(=O)(=O)NCc2ccccc2)ccc1C,-12,0,9,12,-0.1,-2,-1.6,1,-1,7
CC1CN(C/C(=N\O)C23CC4CC(CC(C4)C2)C3)CC(C)O1 (stereo not drawn),-2,-1,-10,-4,-2.7,-1,2.1,0,-1,2
COc1ccccc1NC1=C(Cl)C(=O)OC1OC(=O)c1ccco1 (stereo not drawn),-2,0,25,3,-0.7,-7,-5.3,-2,-9,-13
Cc1ccc(C)c(NS(=O)(=O)c2cc(C(=O)NCCSC3CCCCC3)ccc2C)c1,3,-2,-17,-2,2.0,-5,2.9,-4,-2,7
O=c1cc(N2CCOCC2)[nH]c(=O)n1C1CCCCC1,-13,-1,4,-5,1.1,1,-0.8,2,6,28
CCOc1ccccc1C(=O)NCC(=O)NNC(=O)c1cccc(S(=O)(=O)Nc2ccc(OC)cc2)c1,-24,1,-2,-1,-0.7,-3,0.3,0,2,26
COc1ccc(CNC(=O)C(=O)NCC2OCCN2S(=O)(=O)c2ccc(F)cc2)cc1 (stereo not drawn),12,2,12,1,-1.2,0,-3.8,-2,-6,-2
COc1cc(O)c(C(CCN2CCN(c3ccccc3)CC2)c2cc(OC)c(OC)c(OC)c2)c(OC)c1 (stereo not drawn),-3,1,-13,5,0.1,1,2.4,1,-5,6
O=C1C=C(c2cccc(Cl)c2O)C[C@@H](c2ccc3c(c2)OCO3)C1,-13,-1,11,2,-0.3,4,-1.9,-5,3,-5
O=C(CCN1C(=O)c2ccccc2C1=O)Nc1cccc(F)c1,-4,-3,-1,-2,0.3,-3,0.1,3,-2,10
N#CCCN1CCN(CCC#N)C1=S,-6,3,7,-9,2.3,3,-1.3,-4,2,15
Cc1cccc2sc(NC(=O)C3CC3)nc12,-6,2,10,1,-2.3,1,-2.0,6,-4,-21
COCCCNC(=O)CSc1nc2cc3c(cc2c(=O)n1CCCC(=O)NCc1ccc(OC)cc1)OCO3,-1,0,8,4,.,-7,-1.6,-1,.,-9
Cc1ccc(S(=O)(=O)CCC(=O)OC(C)C(=O)N2CCc3ccccc32)cc1 (stereo not drawn),-10,6,17,1,0.2,.,-3.3,-2,-1,5
COc1ccc(C(=O)N/N=C/c2ccc(OC)c(CSc3ccccn3)c2)cc1,4,-3,11,2,-0.4,-2,-1.7,1,0,4
CCOC(=O)c1ccsc1NC(=O)c1ccco1,2,0,-14,1,0.0,-4,2.7,0,-1,-1
COc1ccc(C(=O)NCC(=O)NCC(=O)OCC(=O)C(C)(C)C)cc1,-2,-1,3,1,0.7,-3,-0.6,3,5,-10
CC12CCC(=O)N1C(C(=O)Nc1ccc(Cl)c(S(=O)(=O)N3CCCCC3)c1)CS2 (stereo not drawn),0,-1,-9,-3,1.0,5,1.4,3,5,-4
# Next part.
SMILES,Cardiac RTF inh,cardiac RTF act,OPRM1-OPRD1 inv,V-ATPase pH,C-LANA FP,CAL-PDZ inh HTS,OPRM1-OPRD1 ag,HTR5A ag ctr,Keap1-Nrf2 PPI,HTR5A inv ctr
CC(=O)C1=C(O)C(=O)N(c2nccs2)C1c1ccc(Br)cc1 (stereo not drawn),1,-7,14,1,0.7,10,-3.4,-3,-5,20
Cc1nnc(NC(=O)c2ccncc2)s1,-1,0,10,-2,-0.3,.,-2.1,5,0,13
NS(=O)(=O)c1ccc(NC(=S)NC(=O)c2ccc3c(c2)OCO3)cc1,-3,-7,25,-7,0.0,-6,-4.8,-5,-9,12
Cc1ccc(-c2nnn(CC(=O)N(Cc3ccco3)C(C(=O)NC(C)(C)C)c3ccc(C)o3)n2)o1 (stereo not drawn),0,6,5,-1,-0.6,-3,-1.0,-1,-5,-5
O=C(C1Cc2ccccc2CN1C(=O)c1ccco1)N1CCN(c2ccccc2)CC1 (stereo not drawn),-3,-6,13,-1,0.3,-4,-3.2,0,-3,-1
CCOc1ccc(NC(=O)Cc2cccc3ccccc23)c([N+](=O)[O-])c1,-16,-5,-30,-1,-0.3,-36,6.3,0,0,16
Cc1sc(N)nc1-c1c(C)n(C)c2ccccc12,-4,-3,9,-1,-1.6,0,-2.0,0,0,1
O=C(COc1ncnc2ccccc12)NC1CCS(=O)(=O)C1 (stereo not drawn),-8,0,-10,4,1.4,2,1.8,6,-5,-2
CCc1c(C)nc2c(-c3ccccc3)c[nH]n2c1=O,-11,0,4,-1,-0.4,25,-0.9,1,0,-3
CS(=O)(=O)N1CCC(Oc2ccccc2C(=O)NC2CCOC2)CC1 (stereo not drawn),-8,9,11,-2,0.0,-2,-2.1,0,-6,28
CN(C)c1cc[n+](CCC(=O)Nc2cccc([N+](=O)[O-])c2N)cc1,-4,-1,2,4,-3.9,4,-0.3,-2,-2,8
O=C(Nc1ccccc1C(=O)NC(Cc1ccccc1)C(=O)NC1CCCCCC1)c1ccccc1 (stereo not drawn),-2,-5,4,-1,-0.9,-2,-1.1,2,-5,4
CCc1ccc(OCC(=O)NC(=S)Nc2ccc(C(C)=O)cc2)c(Br)c1,-2,2,-4,-3,-0.6,-21,0.7,8,-1,-22
O=C(/C=C/Sc1ccccc1)c1ccccc1,-7,-4,-13,2,0.9,-5,2.2,6,-6,-6
COc1cccc(-n2c(SC)nnc2-c2cnccn2)c1,-4,-5,5,0,-0.8,0,-0.9,-4,1,-7
COC(=O)c1ccc(-c2ccc(/C=N/N3C(=O)C4C5C=CC(C6CC56)C4C3=O)o2)cc1 (stereo not drawn),0,-2,-1,2,1.1,-1,0.1,5,-4,-14
O=S(=O)(NCCCN1CCOCC1)c1ccc(F)c(Cl)c1,-5,-3,-9,0,-0.9,-1,2.2,-1,-2,2
O=C(O)CSc1nnnn1-c1ccccc1,-13,0,0,-3,-0.5,.,-0.1,-2,-1,5
Cc1cc(F)ccc1S(=O)(=O)N1CCCOC1CNC(=O)C(=O)NCCC1=CCCCC1 (stereo not drawn),1,14,-2,-2,4.3,7,0.4,1,0,11
COc1ccc(CN(C)CC(=O)NC(=O)Nc2ccccc2F)cc1,-5,3,1,-2,1.3,-4,-0.1,7,-1,-17
O=C(O)C1OC1(c1ccccc1Cl)c1ccccc1Cl (stereo not drawn),-3,6,13,-4,-1.6,-5,-2.6,7,4,-26
O=C(Nc1ccc(O)c2c(=O)cc(-c3ccccc3Cl)oc12)c1ccc(F)cc1,-3,-7,1,0,0.1,12,-0.1,0,-1,-5
O=c1c2ccccc2[nH]c(=S)n1Cc1cccnc1,5,7,-26,0,-0.4,-3,5.6,-2,-8,-21
CCOC(=O)c1ccc(S(=O)(=O)N2CCN(C(=O)c3cc(=O)c4ccccc4o3)CC2)cc1,-2,6,5,1,0.7,-6,-1.0,3,2,-9
CC(C)[C@H](NC(=O)c1ccc(Cl)c([N+](=O)[O-])c1)C(=O)O,-2,0,0,5,-0.8,-2,0.0,-2,0,7

# Given as tab-separated lines: entries from further up.
SMILES	Cardiac RTF inh	cardiac RTF act	OPRM1-OPRD1 inv	V-ATPase pH	C-LANA FP	CAL-PDZ inh HTS	OPRM1-OPRD1 ag	HTR5A ag ctr	Keap1-Nrf2 PPI	HTR5A inv ctr
CC1(C)CNC(=O)C=C(c2ccccc2)C1	8	-3	11	3	1.3	1	-1.9	-4	-2	-1
O=C(O)CSc1nnnn1-c1ccccc1	-13	0	0	-3	-0.5	.	-0.1	-2	-1	5
CC1CN(C/C(=N\O)C23CC4CC(CC(C4)C2)C3)CC(C)O1 (stereo not drawn)	-2	-1	-10	-4	-2.7	-1	2.1	0	-1	2
O=S(=O)(NCCCN1CCOCC1)c1ccc(F)c(Cl)c1	-5	-3	-9	0	-0.9	-1	2.2	-1	-2	2

# The list goes on:
SMILES,Cardiac RTF inh,cardiac RTF act,OPRM1-OPRD1 inv,V-ATPase pH,C-LANA FP,CAL-PDZ inh HTS,OPRM1-OPRD1 ag,HTR5A ag ctr,Keap1-Nrf2 PPI,HTR5A inv ctr
CCN(CCO)C(=O)c1ccc2oc(Cc3ccc(Cl)cc3)nc2c1,-1,-1,16,0,-1.6,1,-3.4,4,0,-15
CCN1C(=O)C(CC(=O)Nc2ccc(F)cc2)N(CCCN2CCN(c3ccc(F)cc3)CC2)C1=S (stereo not drawn),-5,2,-67,4,1.2,-1,13,-3,0,-18
O=C(/C=C/c1ccco1)N1CCN(c2ncccn2)CC1,-6,5,7,3,0.2,-1,-1.4,5,-6,-12
Cc1cccc(C(=O)c2c[nH]cc2-c2ccccc2)c1,-1,6,-9,2,0.3,4,1.8,-3,-2,-9
CCOC(=O)c1c(NC(=O)COC(=O)Cn2cnc3ccccc32)sc2c1CCC(C)C2 (stereo not drawn),9,-2,4,-4,0.0,-8,-0.7,2,-6,-5
COC(=O)CNC(=O)Cn1cnc2sc(C)c(S(=O)(=O)N3CCN(c4ccccc4OC)CC3)c2c1=O,5,5,10,-4,0.8,3,-1.8,-3,2,8
COc1cc(-c2[nH]nc3c2C(c2ccco2)C(C#N)=C(N)O3)cc(OC)c1OC (stereo not drawn),-23,-2,13,-1,0.5,-1,-2.5,2,-2,8
C=CCn1c(CNc2ccc(C)cc2)nnc1SCC(=O)N/N=C/c1ccc(O)cc1,-9,3,8,4,-1.4,-3,-1.8,-3,1,11
COc1ccc(S(=O)(=O)N(CCc2ccccc2)CC(=O)NCCCO)cc1,0,0,15,0,-0.6,0,-2.7,2,4,-18
COc1ccc(C(=O)N/N=C(\C)c2cccc(NC(=O)c3ccc(F)cc3)c2)c(OC)c1,-6,-4,12,1,-1.4,0,-2.3,3,-6,8
COc1ccccc1CNC(=O)CSc1n[nH]c(N)n1,-10,-5,16,0,-2.6,-7,-2.5,8,1,-9
COC(=O)c1c(NC(=O)CN2CCN(Cc3ccc4c(c3)OCO4)CC2)sc(C)c1C,0,0,-10,-5,-0.9,4,2.4,1,-5,-2
COc1ccc(C2=NN(C(=O)CSc3ncccn3)C(c3ccc(OC)cc3)C2)cc1 (stereo not drawn),16,6,5,3,-3.2,-2,-1.0,3,-12,8
O=C(COC(=O)CCN1C(=O)c2cccc([N+](=O)[O-])c2C1=O)NCc1ccccc1,-5,2,2,-2,0.5,.,-0.3,-2,-3,-13
C/C(=N\NS(=O)(=O)c1ccc(C)cc1)c1cccs1,-3,-4,10,2,-0.5,-5,-1.7,2,0,-5
COc1cccc(C(=O)C2CCCN(C(=O)c3ccccc3Cl)C2)c1 (stereo not drawn),-9,5,12,-4,0.5,28,-2.1,-3,1,1

# Screening data: PubChem BioAssay, several laboratories
